NPSR antag: antagonists of human neuropeptide S receptor cAMP signaling. CHO-NPSR cells, cAMP TR-FRET, antagonist mode. Potency, µM (series often up to 38.3 µM), without a hit: at the top dose activity change, negative = inhibition, most hits filed as inhibitors. 1% of 220,000 active. AID 1461; further: potency means the concentration at half of the fitted maximal effect; on the % scale 0 is the no-effect control and ±100 the full control effect; nearly all actives have a fitted effect of over 50% in size; many of its hits are not listed in these tables
aGal spleen mod: alpha-galactosidase A (human) modulation; human spleen homogenate, 4MU-alpha-Gal fluorescence, 40 min; 0.008% of 240,000 active; AID 2107; P06280; Potency, µM (highest dose often 80 µM), for the others: at the highest dose activity change, negative = inhibition, hits mostly inhibitors;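 further: potency means the concentration at half of the fitted maximal effect; 0% = enzyme with vehicle and -100% = no enzyme basal signal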
Target sequence (P06280 32-429 limits assumed): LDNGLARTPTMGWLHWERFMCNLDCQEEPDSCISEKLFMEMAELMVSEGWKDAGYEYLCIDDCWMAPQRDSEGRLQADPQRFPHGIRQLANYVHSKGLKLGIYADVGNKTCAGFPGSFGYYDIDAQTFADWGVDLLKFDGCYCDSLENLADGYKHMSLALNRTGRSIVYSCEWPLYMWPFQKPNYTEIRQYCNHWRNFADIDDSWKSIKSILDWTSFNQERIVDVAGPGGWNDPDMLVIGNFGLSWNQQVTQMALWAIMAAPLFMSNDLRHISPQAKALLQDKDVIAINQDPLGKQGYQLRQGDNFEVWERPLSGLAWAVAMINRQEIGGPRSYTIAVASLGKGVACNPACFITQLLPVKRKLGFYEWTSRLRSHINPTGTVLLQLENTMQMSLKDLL
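Spleen homogenate 1 ug + cpd (titration) + 4-MU-alpha-D-galactopyranoside 1 mM; 37C 40 min; 50 mM citrate/phosphate pH 5.0, 0.01% Tween-20; stop pH 10; fluorescence 365/440; AC50 via Hill.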
Tau fluor cs: counter-screen for tau fibril formation inhibitors. tau K18 P301L Alexa594 fluorescence, heparin fibrillization. Potency, µM (top dose mostly 57.7 µM), without a hit: at the highest dose activity change, negative = decrease. 0.93% of 280,000 active. AID 1463; further: potency means the concentration at half of the fitted maximal effect; on the % scale 0 is the no-effect control and ±100 the full control effect; nearly all actives have a fitted effect of over 55% in size
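Human tau K18 P301L (15 uM unlabeled, 0.24 uM Alexa 594-labeled) in 100 mM sodium acetate pH 7 with 20 uM heparin, 6 hr at 37 C. ThT 30 uM added, 1 hr ambient; Alexa 594 FP and total fluorescence read at 555/632 nm.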
Tau FP inhib: inhibitors of human tau fibril formation. K18 P301L tau heparin fibrillization, Alexa594 FP, 6 h. Potency, µM (series often up to 57.7 µM), for inactives: at the top dose activity, negative = inhibition, hits mostly inhibitors. 0.39% of 280,000 active. AID 1468; further: potency means the concentration at half of the fitted maximal effect; on the % scale 0 is the no-effect control and ±100 the full control effect; nearly all actives have a fitted effect of over 55% in size
Target sequence (P10636 561-689 P618L limits assumed): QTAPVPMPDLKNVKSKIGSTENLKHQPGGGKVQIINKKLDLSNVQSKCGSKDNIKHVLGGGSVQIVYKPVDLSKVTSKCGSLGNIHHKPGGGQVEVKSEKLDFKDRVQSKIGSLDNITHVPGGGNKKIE
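FP of Alexa 594-tau after heparin (20 uM) induction. Substrate: human K18 P301L, 15 uM unlabeled, 0.24 uM labeled. Buffer 100 mM sodium acetate pH 7. 6 hr, 37 C.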
CBFb RUNX1 block: CBF-beta/RUNX1 interaction disruption. 230,000 tested, under 10 active. Q01196+Q13951. AlphaScreen CBFb-His/RUNX1-biotin binding, biochemical. Potency, µM (doses to about 59.8 µM), for the others: at the highest dose activity, negative = inhibition, usual class: inhibitors. AID 1477; further: % of control where 0% means no effect
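Interaction loss through any mechanism counts as activity. Pre-formed complex of His-CBF-beta and biotin-RUNX1 (30 nM apiece) is incubated with compound 15 min, then with 50 ng nickel and 50 ng streptavidin beads for 90 min before AlphaScreen detection.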
TRb SRC2 PPI: inhibitors of human thyroid hormone receptor beta-SRC2 interaction; 0.065% of 280,000 active; TRbeta-SRC2 peptide binding, fluorescence polarization; receptor liganded with 1 µM T3; AID 1469; Potency, µM (titrated, usually from 106 µM), for the others: top-dose activity change, negative = inhibition, most hits filed as inhibitors;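 further: potency means the concentration at half of the fitted maximal effect; plate controls were bound peptide for no effect and peptide without receptor for full effect; nearly all actives have a fitted effect of over 50% in size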
Target sequence (P10828 whole entry, looked up): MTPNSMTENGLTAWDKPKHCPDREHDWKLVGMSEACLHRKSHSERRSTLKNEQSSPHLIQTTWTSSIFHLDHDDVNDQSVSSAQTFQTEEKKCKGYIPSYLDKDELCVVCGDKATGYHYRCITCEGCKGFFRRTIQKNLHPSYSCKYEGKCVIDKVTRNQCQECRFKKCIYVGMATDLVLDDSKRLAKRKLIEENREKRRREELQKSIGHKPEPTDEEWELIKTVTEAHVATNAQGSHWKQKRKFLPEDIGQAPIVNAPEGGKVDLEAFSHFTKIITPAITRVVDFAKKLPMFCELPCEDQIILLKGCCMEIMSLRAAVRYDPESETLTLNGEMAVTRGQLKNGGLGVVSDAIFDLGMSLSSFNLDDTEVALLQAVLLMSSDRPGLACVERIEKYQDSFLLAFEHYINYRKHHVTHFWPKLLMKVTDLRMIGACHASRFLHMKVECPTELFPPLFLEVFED
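Human TRb LBD (0.6 uM) plus Texas Red-labeled SRC2 peptide (20 nM), 1uM T3, 5% DMSO, 5 hr at ambient temperature. Decreased polarization (555/632 nm) flags inhibition; data normalized to free and bound peptide controls.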
TR SRC2 fluor cs: counter-screen for TRb-SRC2 inhibitors: fluorescence interference; Potency, µM (titrated, usually from 106 µM), for the others: top-dose fluorescence change, negative = quenching; TRb/SRC2 Texas Red total fluorescence interference; 0.29% of 280,000 active; active means well fitted curve in either direction with a large enough effect; inconclusive means small, poorly fitted or top-dose-only effect; further: potency means the concentration at half of the fitted maximal effect; on the % scale 0 is the no-effect control and ±100 the full control effect
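Flags fluorescent or light-absorbing compounds by total fluorescence, S + 2P, at 555 nm excitation and 632 nm emission. Mixture: 20 nM Texas Red SRC2 peptide, 0.6 uM human TRb LBD, 1 uM T3, 5% DMSO; compound exposure 5 h at ambient temperature.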
Epigenetic derep: epigenetic control regulation, reporter derepression. 0.2% of 280,000 active. murine LDR cells, GFP reporter derepression, 30 h. Potency, µM (doses to about 53.9 µM), for the others: at the top dose GFP activation, most hits filed as activators; further: potency means the concentration at half of the fitted maximal effect; % of control where 0% means no effect; nearly all actives have a fitted effect of over 60% in size
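Murine LDR cells bearing a silenced CMV-driven GFP reporter were exposed to compound for 30 h at 37 C. After PBS washes, GFP-positive cells (20-120 um objects) counted by laser-scanning microplate cytometry.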
* hit, by the source's call; ? = inconclusive; / = no result given; [ ] = remark or other dose. Unless noted, the call rests on the fitted dose curve; in most records, active means well fitted curve in the direction sought with a large enough effect; inconclusive means small, poorly fitted or top-dose-only effect, or another doubt; inactive means no such curve, though single readings can be large; an effect the other way counts as inactive or inconclusive. A portion of the library; the hit share may differ from the screen's.

SMILES	NPSR antag	aGal spleen mod	Tau fluor cs	Tau FP inhib	CBFb RUNX1 block	TRb SRC2 PPI	TR SRC2 fluor cs	Epigenetic derep
COC(=O)c1cn(NC(=O)Cc2ccccc2OC)c(=O)c2ccccc12	-16.1%	-4.2%	-3.8%	6.9%	4.5%	1.9%	3.0%	-1.5%
Cc1ccc(S(=O)(=O)NCCNC(=O)N2CCOCC2)cc1	-5.8%[46.1 µM]	6.3%	-11.4%	3.2%	-0.5%	-12.7%	-2.7%	-1.5%
CC(C)(C)OC(=O)NCCCC[C@H](NC(=O)c1nc[nH]c1C(=O)NCc1ccccc1)C(=O)OC(C)(C)C	?	3.3%	-20.8%	?	15.1%	6.3%	-0.2%	10.4%
COc1cccc(N2CCN(C(=O)Cn3ncc4c5ccccc5n(C)c4c3=O)CC2)c1	/	/	-15.0%	-2.6%	/	-1.3%	-1.6%	10.0%
CC1CC[C@]2(CO)CC[C@]3(C)C(=CCC4[C@@]5(C)CCC(O)C(C)(C)C5CC[C@@]43C)C2C1C (stereo not given in full)	/	-16.9%	-9.0%	-8.3%	12.4%	-6.7%	-2.5%	1.8%
CCOC(=O)N1CCC(NC(=O)c2cc3c(-c4ccccc4F)nn(C)c3s2)CC1	-22.8%[46.1 µM]	10.9%	-13.7%	2.0%	-2.1%	0.6%	1.2%	-0.2%
N#Cc1nc(Cc2cccc3ccccc23)oc1NCC1CCCO1 (stereo not given)	-6.5%[46.1 µM]	4.0%	-13.9%	3.8%	-2.4%	0.3%	0.8%	0.8%
O=C(NNc1ccccc1C(F)(F)F)c1sccc1Br	-31.7%	-2.0%	-4.2%	-12.7%	-1.6%	-13.6%	-0.1%	-1.7%
CCCCC(=O)Nc1ccccc1CC	9.5%	5.8%	/	/	4.1%	9.4%	-0.7%	1.1%
CCc1cccc(CC)c1NC(=O)C1SC(=Nc2ccccc2C)C(c2nc3ccccc3s2)=C1N (stereo not given)	-10.4%[46.1 µM]	-5.4%	?	-2.7%	-19.6%	4.1%	-8.1%	0.7%
N=c1nc(SCCC(=O)O)ss1	-4.4%[46.1 µM]	4.6%	-11.4%	-5.6%	16.2%	-2.0%	-0.2%	-2.9%
CNC(=O)NC1CCCc2ccccc21 (stereo not given)	-7.1%[46.1 µM]	3.1%	-5.3%	-9.4%	-4.7%	-3.1%	-2.7%	-1.3%
COc1ccc(C(=O)OC2CC3CC[C@H](C2)N3C(C)=O)cc1OC (stereo not given in full)	/	7.9%	-6.5%	-1.5%	6.0%	4.8%	-1.2%	-1.1%
Cc1ccc(NC(=O)C(Cc2c[nH]c3ccccc23)NC(=O)OC(C)(C)C)c(C)c1 (stereo not given)	/	/	?	2.0%	/	-0.4%	-0.9%	-3.6%
O=c1ccnc(NCCc2ccccc2)[nH]1	23.4%[46.1 µM]	-14.7%	-7.1%	0.7%	8.8%	-14.2%	2.0%	7.4%
CC#CCN1c2ccccc2[C@]23C[C@@H](C(=O)OC)N(S(=O)(=O)c4ccc(C#N)cc4)C2=NC(C(=O)OC)=C(C(=O)OC)[C@H]13	/	4.0%[17.5 µM]	-3.7%[11.6 µM]	-0.2%[11.6 µM]	-8.9%[13.1 µM]	6.4%[11.2 µM]	-1.4%[11.2 µM]	/
CC(O)CNc1nc(Cl)c(C#N)s1 (stereo not given)	16.4%	5.1%	-5.0%	-1.6%	20.3%	-10.7%	-5.2%	1.1%
COCCCC1CCN(C(=O)CCc2nnc(CCCCc3ccccc3)o2)CC1	28.5%	-4.7%	-2.7%	14.8%	0.0%	4.3%[53 µM]	-1.8%[53 µM]	-2.8%
COc1ccc(-c2cc3nc(C)c(CCC(=O)NCc4ccco4)c(C)n3n2)c(OC)c1	-8.5%[46.1 µM]	-5.6%	-1.8%	6.3%	-14.3%	0.0%	0.7%	0.1%
N/C(=N\OC(=O)c1ccccc1[N+](=O)[O-])c1ccccn1	12.2%	-5.4%	-4.0%	-5.8%	-2.3%	-1.8%	-0.7%	-1.9%
CCO[C@H]1OC(C(=O)NCc2ccccc2)=C[C@@H](C2CCCCC2)[C@@H]1CCCO	?	11.0%	-5.2%	-2.2%	10.7%	-7.7%	-1.4%	-2.9%
CCN=C1SC(CC(=O)Nc2ccccc2)C(=O)N1CC (stereo not given)	-7.5%[46.1 µM]	-4.9%	-1.5%	-9.7%	-0.9%	-2.7%	0.4%	0.1%
Clc1ccc(-c2csc(N3CCc4ccccc4C3)n2)cc1	-9.7%[46.1 µM]	5.3%	-4.7%	0.3%	1.6%	2.8%	-1.1%	0.2%
Cc1ccc(C(=O)Nc2ccccc2C(=O)N2CCCC2)cc1[N+](=O)[O-]	8.8%	7.7%	-7.5%	-2.4%	-0.7%	-4.3%	-3.5%	0.0%
COc1ccc(C2=CC(c3ccccc3F)n3ncc(C(=O)Nc4ccc(C)cc4)c3N2)cc1 (stereo not given)	/	/	-20.5%	-14.5%	/	3.7%	2.7%	0.0%
CCCOc1ccc(N2CC(C(=O)Nc3ccccc3F)CC2=O)cc1 (stereo not given)	-9.9%[46.1 µM]	-8.0%	-8.1%	1.1%	10.8%	-3.6%	-3.0%	0.7%
Cc1nc2c3c4c(sc3n3c(SCC(=O)NCc5ccco5)nnc3n2n1)COC(C)(C)C4	-8.0%[46.1 µM]	-4.2%	-3.2%	-6.8%	0.8%	-12.6%	-0.9%	0.0%
CCCn1c(-c2ccc(F)cc2)nc2c(NCCCCN(C)C)nc(C)nc21	/	-2.5%	-0.3%	0.4%	14.7%	1.8%	-0.2%	-0.2%
Cc1ccc(C(=O)N2CCN(c3ccc(C(F)(F)F)cn3)CC2)cc1	-2.8%[46.1 µM]	-0.9%	-13.9%	9.4%	2.3%	-1.6%	1.1%	0.0%
COC(=O)c1ccc2c(=O)n(CCCN3CCOCC3)c(=S)[nH]c2c1	-5.7%[46.1 µM]	3.1%	-4.1%	4.0%	6.4%	2.3%	-3.5%	0.0%
COc1ccc(CNc2ncnc3c2c(-c2ccccc2)cn3-c2cccc(C)c2)cc1	/	/	-9.5%	7.5%	/	-3.0%	-1.6%	1.3%
CCOc1ccc(NC(=O)CCc2c(C)nc3c(-c4ccccc4)c(C)nn3c2C)cc1	/	/	?	-6.7%	/	-3.2%	?	3.1%
Cc1ccc(N2C(=O)c3n[nH]c(C)c3C2c2cccnc2)cc1 (stereo not given)	-5.1%[46.1 µM]	1.9%	-1.9%	3.7%	8.1%	-0.4%	-3.6%	0.7%
O=C(CCl)NNC(=O)c1c(O)c2ccccc2[nH]c1=O	?	1.4%	-15.0%	-5.2%	-8.1%	-1.8%	-1.1%	9.8%
CCN(C(=O)COC(=O)c1cc(-c2cccc3ccccc23)nc2ccccc12)C1CCS(=O)(=O)C1 (stereo not given)	-21.9%	6.9%	-28.5%	-6.3%	-5.9%	-3.0%	-15.8%	1.0%
Cc1nsc(Nc2ccc([N+](=O)[O-])cc2)c1C#N	15.0%	11.9%	-17.0%	-1.9%	5.2%	4.2%	0.5%	0.0%

Entries from the list above that have a nitro group on carbon:
SMILES	NPSR antag	aGal spleen mod	Tau fluor cs	Tau FP inhib	CBFb RUNX1 block	TRb SRC2 PPI	TR SRC2 fluor cs	Epigenetic derep
N/C(=N\OC(=O)c1ccccc1[N+](=O)[O-])c1ccccn1	12.2%	-5.4%	-4.0%	-5.8%	-2.3%	-1.8%	-0.7%	-1.9%
Cc1ccc(C(=O)Nc2ccccc2C(=O)N2CCCC2)cc1[N+](=O)[O-]	8.8%	7.7%	-7.5%	-2.4%	-0.7%	-4.3%	-3.5%	0.0%
Cc1nsc(Nc2ccc([N+](=O)[O-])cc2)c1C#N	15.0%	11.9%	-17.0%	-1.9%	5.2%	4.2%	0.5%	0.0%

Following part:
SMILES	NPSR antag	aGal spleen mod	Tau fluor cs	Tau FP inhib	CBFb RUNX1 block	TRb SRC2 PPI	TR SRC2 fluor cs	Epigenetic derep
Cc1ccc(NC(=S)N(CCN2CCOCC2)Cc2cc3cc4c(cc3[nH]c2=O)OCCO4)cc1	-19.0%	3.1%	-19.1%	5.0%	11.0%	-1.4%	-4.7%	0.0%
Cc1cc(C)nc(NC(=O)CSc2nccc(C)n2)n1	-4.7%	-3.5%	-5.0%	1.9%	-1.7%	0.2%	-1.5%	-6.2%
Cc1ccc(OCC(=O)Nc2ccc(CN3CCCCC3)cc2)c(C)c1	-6.3%	-1.9%	-6.8%	3.1%	5.6%	-3.1%	0.5%	6.5%
COC(=O)c1ccc(NC(=O)Nc2nnc(N(C)C3CCCCC3)s2)cc1	/	/	-3.4%	4.4%	/	-8.1%	-0.7%	-0.4%
C=C1CCN(C(CC(C)C)C(=O)NCc2ccc(OC)cc2)S(=O)(=O)c2ccccc21 (stereo not given)	/	7.0%	/	/	28.9%	-1.8%	-2.2%	/
C=CCn1c(SCC(=O)NC2CCCC2)nc2scc(-c3ccco3)c2c1=O	-27.9%[46.1 µM]	-7.5%	-19.4%	?	-12.4%	-2.7%	-19.1%	-1.0%
Cc1c(C(=O)N/N=C/c2ccncc2)no[n+]1[O-]	-10.9%	7.2%	-13.1%	-3.8%	-2.5%	3.7%	-1.0%	0.9%
CSC1=NC(=O)/C(=C/c2ccc(SC)cc2)S1	-46.1%	1.5%	-12.3%	?	-10.3%	3.0%	-1.6%	1.1%
Cc1cccc(NC(=O)CSc2nc3ccc(N4C(=O)c5ccccc5C4=O)cc3s2)c1C	?	2.7%	-8.4%	6.1%	0.0%	0.8%	-9.5%	-1.1%
CCOC(=O)c1c(/N=C/N(C)C)sc(C(=O)OC)c1C	-13.6%[46.1 µM]	-9.9%	-1.8%	4.9%	2.0%	-19.1%	-0.6%	-2.4%
O=C(C1=C(Nc2ccccc2)c2ccccc2S(=O)(=O)N1)c1ccccc1	-56.1%	3.0%	-14.5%	?	0.8%	-3.5%	-2.5%	2.5%
COc1cccc(C2c3c(oc4cc(C)c(C)cc4c3=O)C(=O)N2CCCN(C)C)c1 (stereo not given)	6.6%[46.1 µM]	6.7%	-3.3%	-3.7%	-7.0%	6.0%	-1.5%	0.0%

Screening results (PubChem)
